AMA1-RON2 inh – qHTS for Inhibitors of AMA1-RON; Towards Development of Antimalarial Drug Lead: Primary Screen | Potency, µM (series often up to 58.2 µM), for inactives: at the highest dose activity change, negative = inhibition, most hits filed as inhibitors | AID 720542, 2013 | 360,000 compounds, 0.2% hits | AlphaScreen AMA1-biotinylated RON2 peptide binding | Plasmodium falciparum AMA1 (3D7) - RON2 peptide interaction;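 also: potency is read from the fitted curve at half-maximal effect; 0% = vehicle wells and -100% = peptide control; nearly all actives have a fitted effect of over 45% in size; some results filed as inactive show a strong effect at the top dose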
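AMA1 (3D7) with his tag at 25 nM final met compounds first, then biotinylated RON2 peptide at 25 nM; detection used donor plus acceptor beads, 10 µg/mL apiece, read by AlphaScreen after 30 min at room temperature.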
FBPA Giardia inh – qHTS Assay for Inhibitors of Fructose-1,6-bisphosphate Aldolase from Giardia Lamblia; 290,000 compounds, 0.71% hits; Potency, µM (highest dose often 59.6 µM), inactives show top-dose activity, negative = inhibition, actives largely listed as inhibitors; A8B2U2; purified Giardia FBPA; AID 2451, 2010; also: potency is read from the fitted curve at half-maximal effect; nearly all actives have a fitted effect of over 55% in size
Target sequence (A8B2U2 whole entry, looked up): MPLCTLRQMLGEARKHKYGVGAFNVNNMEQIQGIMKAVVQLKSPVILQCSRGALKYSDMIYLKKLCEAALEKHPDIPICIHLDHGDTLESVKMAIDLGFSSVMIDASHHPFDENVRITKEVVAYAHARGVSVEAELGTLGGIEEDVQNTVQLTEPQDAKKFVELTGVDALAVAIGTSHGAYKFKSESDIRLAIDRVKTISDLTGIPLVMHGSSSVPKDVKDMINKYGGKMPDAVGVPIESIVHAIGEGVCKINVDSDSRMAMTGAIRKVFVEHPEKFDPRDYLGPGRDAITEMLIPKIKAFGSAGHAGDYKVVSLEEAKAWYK
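40 nM FBPA preincubated 10 min at RT with compound (up to 57.5 uM final), then substrate plus GAPDH/TPI/NAD/arsenate coupling and diaphorase/resazurin added. Fluorescence read after 20 min at RT, 525/598 nm.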
HCV inh – qHTS Assay for Inhibitors of Hepatitis C Virus (HCV) | 340,000 compounds, 3.4% hits | Potency, µM (titrated, usually from 41.8 µM), inactives show at the highest dose activity change, negative = inhibition, most hits filed as inhibitors | AID 651820, 2012 | Huh7.5.1 HCVcc-Cre infection, luciferase reporter, 44 h; also: potency is read from the fitted curve at half-maximal effect
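Cells (1,000/well) were plated 4 h before compound, then infected with HCVcc-Cre virus (~0.5 moi). After 44 h further culture, infection was read as luciferase luminescence following a 15 min substrate incubation at room temperature.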
HCMV antiviral – qHTS Assay for inhibitors of the human cytomegalovirus (HCMV); HFF cells, HCMV-luciferase reporter, 72 h; hits give low values; activity change, negative = inhibition, % at 57.5 µM; 410,000 compounds, 4.5% hits; AID 1259415, 2018; in the data active = activity change below about -60%; inconclusive = no clear call, values can overlap the other calls; inactive = above about -39%
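Screen run at 2 compound doses on HFFs infected with reporter HCMV, MOI 1 PFU/cell. Luciferase activity from cell lysates at 72 h post infection gave inhibition relative to buffer-only and Salinomycin wells.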
AmpC inh detg – qHTS Inhibitors of AmpC Beta-Lactamase (assay with detergent); P00811; AmpC hydrolysis of nitrocefin, absorbance 480 nm, 0.01% Triton; Potency, µM (titrated, usually from 114 µM), inactives show at the highest dose activity change, negative = inhibition, actives largely listed as inhibitors; 370,000 compounds, 0.041% hits; AID 485294, 2010;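 also: potency is read from the fitted curve at half-maximal effect; 0% = no-compound wells and -100% = no-enzyme wells; nearly all actives have a fitted effect of over 25% in size; some results filed as inactive show a strong effect at the top dose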
Target sequence (P00811 whole entry, looked up): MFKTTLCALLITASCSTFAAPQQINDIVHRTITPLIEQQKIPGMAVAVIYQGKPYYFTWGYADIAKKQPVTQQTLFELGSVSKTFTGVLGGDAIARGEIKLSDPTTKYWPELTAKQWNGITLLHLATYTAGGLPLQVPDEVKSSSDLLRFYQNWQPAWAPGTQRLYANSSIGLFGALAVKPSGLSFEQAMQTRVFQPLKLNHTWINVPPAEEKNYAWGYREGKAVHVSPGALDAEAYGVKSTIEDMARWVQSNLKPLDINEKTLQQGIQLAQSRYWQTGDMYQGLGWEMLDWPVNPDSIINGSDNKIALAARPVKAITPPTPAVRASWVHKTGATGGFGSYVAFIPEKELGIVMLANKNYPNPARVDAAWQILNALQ
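20 mM phosphate pH 7.0 + 0.01% (detergent screen) or 0.0001% Triton X-100; 5.3 nM AmpC reagent; cpd preinc 15 min RT; nitrocefin (800 uM stock) to start; A480 q20 s × 4 min; Activity was normalised to no-enzyme and no-compound control wells.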
Sm TGR block – qHTS Assay for the Inhibitors of Schistosoma Mansoni Peroxiredoxins; Potency, µM (titrated, usually from 114 µM), without a hit: at the highest dose activity change, negative = inhibition, actives largely listed as inhibitors; AID 485364, 2010; 360,000 compounds, 3% hits; Schistosoma mansoni thioredoxin glutathione reductase (TGR), Q962Y6; purified TGR, DTNB reduction, TNB absorbance 405 nm; also: potency is read from the fitted curve at half-maximal effect; nearly all actives have a fitted effect of over 60% in size
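First, TGR (20 nM dispensed) and NADPH were mixed with compound. Second, a 15 min room-temperature incubation followed. Third, further NADPH and then DTNB were added to start the reaction. Finally, TNB absorbance was monitored kinetically.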
An asterisk follows results filed as active; ? = inconclusive; . = no result given; [ ] = another dose, or the depositor's remark. Unless noted, calls follow the shape of the dose curve; as a rule, active = well fitted curve in the direction sought with a large enough effect; inconclusive = small, poorly fitted or top-dose-only effect, or another doubt; inactive = no such curve, though single readings can be large; an effect the other way counts as inactive or inconclusive. Unless noted, % is scaled to controls: 0 for no effect and ±100 for the full control effect.

entry	SMILES	HCV inh	AmpC inh detg	FBPA Giardia inh	AMA1-RON2 inh	HCMV antiviral	Sm TGR block
1	C[C@H](CO)N1C[C@H](C)[C@@H](CN(C)C(=O)NC2CCCCC2)Oc2ccc(NS(=O)(=O)c3cccs3)cc2C1=O	-3.0%	.	.	-14.9%	-4.2	.
2	COc1ccc(N2CCN(CCCNC(=O)c3ccc4nc(CCc5ccccc5)oc4c3)CC2)cc1	.	-1.4%	.	.	-14.2	-2.5%
3	COc1ccc(S(=O)(=O)NCC(c2ccc3c(c2)OCO3)N2CCN(C)CC2)cc1OC (configuration not stated)	-7.1%	?	.	-4.7%	-15.3	-29.5%
4	O=C(COc1ccc2c3c(c(=O)oc2c1)CCCC3)N1C[C@H]2C[C@@H](C1)c1cccc(=O)n1C2	-3.6%	?	20.3%	0.0%	2.7	-2.0%
5	Cc1ccc(OCc2nc3ccccc3[nH]2)cc1	-30.0%	?	-2.3%	38.9%[activator]	11.3	-21.6%
6	CC1CSc2n(-c3cccc(C(F)(F)F)c3)cc(-c3ccccc3)[n+]21 (configuration not stated)	?	2.8%	4.6%	-16.2%	-6.6	0.9%
7	CCn1cc2c(c1-c1cccc(C)c1)c(=O)n(C)c(=O)n2C	?	-10.9%	-5.3%	-7.7%	14.1	-36.0%
8	Cc1ccc(N2CCn3c2nc2c3c(=O)n(CCCc3ccccc3)c(=O)n2C)cc1C	.	19.1%	.	.	-21.8	11.3%
9	Cc1c(C(=O)Nc2cccc3cccnc23)oc2ccccc12	-25.6%	-9.8%	15.8%	4.9%	-0.6	5.0%
10	CCCCCc1cc(=O)oc2c(C(CCN3CCCCC3)c3ccc4c(c3)OCO4)c(OC)cc(OC)c12 (configuration not stated)	?	5.2%	-12.9%	-14.8%	-80.3*	-1.0%
11	Cc1nn(CC(=O)NCCCN2CC(C)CC(C)C2)c(=O)c2cccn12 (configuration not stated)	23.2%	0.2%	.	-5.5%	-31.2	3.1%
12	O=C(CNS(=O)(=O)c1ccc(Br)s1)Nc1ccc2c(c1)OCCO2	-17.0%	-20.5%	-2.6%	8.1%	18.8	1.2%
13	c1ccc(-n2c(Cc3cn4ccsc4n3)nnc2N2CCOCC2)cc1	1.8%	-10.7%	-2.9%	0.6%	-30.7	-24.5%[11.4 µM]
14	CC(Oc1ccccc1F)C(=O)/C=C/N(C)C (configuration not stated)	-13.2%	-8.9%	-1.0%	13.3%	38.7	4.5%
15	COc1cccc(C(=O)N/N=C/c2cn[nH]c2-c2ccc(OC)cc2OC)c1	9.6%	-7.2%	7.6%	14.7%	24.1	-20.3%
16	Nc1ncnc(Nc2c(F)cccc2F)n1	5.3%	-8.9%	-1.7%	-18.8%	-13.6	-10.9%
17	CC(=O)Nc1ccc(S(=O)(=O)Nc2ccc3c(c2)OCCO3)cc1Cl	?	4.1%	13.3%	-9.2%	-87.7*	3.8%
18	Cc1cccc(NC(=O)c2cccs2)n1	21.4%	-4.8%	-4.4%	6.3%	32.1	0.0%
19	COc1ccc(CNC(=O)COC(=O)c2ccccc2C(=O)c2ccccc2)cc1	-1.4%	4.4%	-8.9%	3.4%	-4.8	1.9%
20	Cc1nc2[nH]c(=O)c3c(n2n1)NC1=C(C(=O)CC(C)(C)C1)C3c1ccc(F)cc1 (configuration not stated)	-0.4%	?	5.8%	-3.4%	-12.2	5.6%
21	Cc1cccc(Cc2nnc(CCC(=O)NCc3ccncc3C)o2)c1	6.3%	0.4%	6.4%	1.0%	35.7	0.8%
22	O=C(NC(=O)N1CCN(C(c2ccccc2)c2ccccc2)CC1)c1ccccc1	?	-1.8%	-6.2%	-1.4%	-5.6	2.2%
23	CCCCC(=O)NS(=O)(=O)c1ccc(N=NN2CCCCC2)cc1	9.6%	-7.6%	8.8%	2.4%	63.0	-2.0%
24	NNC(=S)NC1CCS(=O)(=O)C1 (configuration not stated)	27.3%	2.1%	17.7µM*	53.1%[activator]	20.5	-6.8%
25	Cc1ccc(CNc2nc(-c3cccs3)nc3ccccc23)cc1	-19.5%	0.8%	1.0%	6.2%	0.0	-14.7%
26	CCOCCCNCC(=O)Nc1ccccc1N1CCOCC1	-5.5%	-11.0%	-18.8%	-13.1%	27.9	-1.7%
27	O=C1CC(c2nc3ccccc3n2CCCCOc2ccccc2)CN1c1ccccc1Cl (configuration not stated)	.	24.0%	.	.	0.6	-2.2%
28	O=C(NC(Cc1ccccc1)c1nc2ccccc2[nH]1)C1CC(=O)N(c2ccc3c(c2)OCCO3)C1 (configuration not stated)	-4.9%	2.7%	-18.4%	21.8%	76.7	3.5%
29	O=C(CN1C(=O)NC2(CCCC2)C1=O)Nc1ccccc1	11.3%	0.7%	-0.9%	4.9%	-35.9	1.6%
30	CC(/C=C/c1ccccc1)=N\NC(=O)c1cc(C)[nH]n1	14.1µM*	6.1%	-12.0%	86.7%[activator]	?	-0.9%
31	Cc1ccccc1Nc1nnc(SCC(=O)NC2CCCc3ccccc32)s1 (configuration not stated)	-31.1%	-4.0%	1.5%	-10.8%	-38.8	-2.7%
32	Cc1cccc(N2C(=O)CC(N3CCN(Cc4ccc5c(c4)OCO5)CC3)C2=O)c1 (configuration not stated)	7.1%	-9.2%	0.8%	2.4%	-33.2	-35.5%
33	CCOC(=O)c1ccccc1NC(=O)COC(=O)C1CCCC1	17.4%	-2.3%	.	33.8%[activator]	-10.8	-8.0%
34	CC1=Nc2ccccc2/C1=C\c1nc(-c2ccc(C(F)(F)F)cc2)oc1O	2.6%	0.6%	-0.3%	-8.2%	0.2	0.0%
35	CCOc1ccc(-c2c(=O)n(OCc3nc4ccccc4[nH]3)c3ccccc3[n+]2[O-])cc1	-19.8%	-0.5%	-13.0%	-6.3%	1.4	-22.3%
36	Cc1cc(C)cc(N(CCC#N)C(=O)COC(=O)Cn2[nH]c(=O)c3ccccc3c2=O)c1	-4.1%	.	.	13.2%	-16.3	.
37	O=C(C1CCCC1)N1CCC(CC2CC(c3ccc(Cl)cc3)=NO2)(C(=O)NCC2CCCCC2)CC1 (configuration not stated)	6.1%	1.2%	3.0%	0.3%	-0.2	10.4%
38	Cc1ccc(C)c(OCCOCCN2CC(C)OC(C)C2)c1C (configuration not stated)	14.5%	1.4%	17.7µM*	-13.7%	52.0	-3.7%
39	CC(C)CC(=O)Nc1ccccc1N1CCN(c2ccc(F)cc2)CC1	?	-1.1%	-0.2%	-12.8%	6.5	-1.4%
40	CCCN(CCC)C(=O)CSc1nc2c(sc(=S)n2-c2ccc(OCC)cc2)c(=O)[nH]1	11.0%	?	21.5%	12.9%	-17.8	2.5%
41	Cn1cccc1C(=O)/C(C#N)=C/c1ccc(F)cc1	6.1%	-1.1%	-5.4%	-3.3%	-10.0	6.0%
42	CC(C)CSc1nc2ccccc2c(=O)[nH]1	-5.6%	-5.8%	-7.8%	1.5%	-10.5	-3.5%
43	O=C(Nc1ccccc1)N1CCc2scc[n+]2-c2ccccc21	?	?	0.5%	-5.0%	-66.6*	-9.6%
44	CCCc1nc2c(sc3nc4c(cc32)COC(C)(C)C4)c(=O)n1Cc1ccco1	?	3.8%	-5.9%	14.6%	27.0	35.5µM*
45	COc1ccc(C(=O)NCC(=O)OCC(=O)NCc2ccc3c(c2)OCO3)cc1	-4.5%	.	.	?	-8.9	.
46	CC(=O)c1ccc(NC(=O)c2cc(=O)[nH]c3ccccc23)cc1	-18.2%	-14.3%	12.3%	-1.6%	10.4	-32.9%
47	COc1ccc(-c2onc(C)c2-c2cnn(-c3ccccc3)c2)c(O)c1	?	-8.7%	-1.6%	-5.1%	-8.0	12.0%
48	Cc1cccc(NC(=O)c2cccc3c2C(=O)c2ccccc2-3)c1	?	-10.3%	3.1%	?	28.0	-2.6%
49	Cc1c(NC(=O)c2cccc(-c3cc4ccccc4oc3=O)c2)cccc1-c1nc2ncccc2o1	?	-0.3%	-3.9%	-0.4%[11.6 µM]	-67.6*	6.0%
50	Cn1ccnc1SCC(=O)Nc1ccc(SC(F)F)cc1	-11.4%	.	.	-8.3%	31.7	.
51	COc1cc(CNc2ccccc2SC)ccc1O	.	?	-24.6%	-23.4%	16.1	2.24µM*
52	COc1cccc(NC(=O)CN2CCN(CC(=O)Nc3ccccc3Cl)CC2)c1	-15.0%	-1.0%	-0.5%	10.6%	?	3.1%
53	CC(C)OC(=O)CC(=O)CSc1nc2c(c(-c3cccs3)c1C#N)CCC2	10µM*	-13.8%	2.8%	57.2%[activator]	-18.8	0.3%
54	O=c1c2c3c(sc2ncn1Cc1ccc(F)cc1)CCC3	?	-2.4%	-8.0%	5.9%	-17.2	-9.4%
55	CCOC(=O)c1ccc(NC(=O)CSCc2ccco2)cc1	-0.3%	-11.5%	-26.7%	59.7%[activator]	16.3	?
56	Cc1c(Cl)cccc1NC(=O)c1cc(S(=O)(=O)N2CCCCC2)cn1C	.	18.7%	.	.	-13.4	-13.6%
57	Cc1cccc(NS(=O)(=O)c2cccc(C(=O)N3CCN(C/C=C/c4ccccc4)CC3)c2)c1	?	5.2%	.	-0.6%	2.5	-4.8%
58	CC(C)C[C@@H](CO)N1CCN(Cc2ccc([N+](=O)[O-])cc2)CCC1=O	-0.8%	?	5.3%	-2.0%	-8.4	0.0%
59	CCCn1c(N)c(C(=O)COC(=O)COc2ccc(Cl)c(C)c2)c(=O)n(C)c1=O	5.4%	-22.4%	.	-0.5%	10.7	-9.1%
60	C=CCN=C1SC(C)(C)C(=O)N1S(=O)(=O)c1ccc(C)cc1	0.3%	6.6%	-0.4%	3.1%	-1.0	7.7%
61	CN(C)c1cc(-c2cccc(C(F)(F)F)c2)oc(=O)c1Cl	-1.1%	.	.	-6.1%	-30.5	.
62	Cc1cccc(OCc2nnc(SCC(=O)N3c4ccccc4CCc4ccccc43)o2)c1	-26.5%	-10.6%	-8.2%	-1.1%	?	3.3%

Look-ups from above.
Cc1cc(C)cc(N(CCC#N)C(=O)COC(=O)Cn2[nH]c(=O)c3ccccc3c2=O)c1 – HCV inh = -4.1%
CCCn1c(N)c(C(=O)COC(=O)COc2ccc(Cl)c(C)c2)c(=O)n(C)c1=O – AmpC inh detg = -22.4%

Screening results from PubChem.
